# Bioassay records: PubChem, Sanford-Burnham Center for Chemical Genomics
# NadD block: NadD (S. aureus) enzyme inhibition; purified NadD enzyme, colorimetric absorbance read-out; inhibition, % at 20 µM; 0.78% of 360,000 active; AID 602399; in the data active = inhibition above about 26%; also: some compounds past the cut are filed as inactive
# DNMT1 block: blocks human DNA methyltransferase DNMT1; P26358; DNMT1 molecular beacon, Hinp1I cleavage, fluorescence; inhibition (reported as % activation of signal), % at 10 µM; 0.83% of 360,000 active; AID 588458; in the data active = inhibition above about 50%
# LMPTP inh: LMPTP (human) inhibition | inhibition, % at 20 µM | recombinant LMPTP-A, OMFP fluorogenic substrate, fluorescence intensity | 0.22% of 360,000 active | AID 651560;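 active = compounds that cut the enzyme signal by at least half of the control window in the single-dose screen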;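 also: plate controls were DMSO wells with enzyme plus substrate for no effect and substrate without enzyme for full effect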
#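 Buffer or medium: Bis-Tris pH 6.0, DTT, detergent; Assay system: LMPTP-A enzyme; Quantity: 0.625 nM enzyme; Detection: endpoint fluorescence intensity; Times: 50 min dark incubation at room temperature; Controls: substrate-only low control, DMSO enzyme-plus-substrate high control; Doses: single 20 µM dose; Read-out: percent inhibition versus substrate-only and uninhibited controls; Reagent: 400 µM OMFP.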
# SKN-1 inh: blocks SKN-1 activity in C. elegans | C. elegans VP596 Pgst-4::GFP/RFP ratio, acrylamide-induced, 24 h | inhibition, % at 21.8 µM | 0.49% of 360,000 active;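 active = interference check ratio from 0.5 to 1.5 plus GFP to RFP signal ratio inhibition reaching or exceeding a fixed threshold, cut at about 30% in these data, passing the limit was not always enough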; also: some compounds called inactive have numbers as strong as hits
# SUMO1 PPI mod: SUMO1-SIM interaction modulation. AID 602429. P63165. 0.33% of 360,000 active. inhibition, % at 20 µM. SUMO1 binding to a labelled peptide, TR-FRET, 1 h; in the data active = inhibition above about 37%
# Target sequence (P63165 whole entry, looked up): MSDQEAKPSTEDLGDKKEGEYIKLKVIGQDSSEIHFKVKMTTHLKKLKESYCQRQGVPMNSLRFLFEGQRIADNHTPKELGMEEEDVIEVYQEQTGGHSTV
# Rpn11 block: inhibitors of human proteasome Rpn11. O00487. human 26S proteasome, Ub4-pepOG fluorescence polarization; 20S core pre-blocked with epoxomicin. calls only at 20 µM. 0.59% of 360,000 active;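 active = inhibition at 20 µM, scaled to each plate's controls, above about 33%, limit read from the data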
# STEP inh: inhibitors of human striatal-enriched phosphatase STEP | P54829 | recombinant STEP, OMFP fluorogenic substrate, fluorescence | inhibition, % at 20 µM | 0.25% of 360,000 active | AID 588621;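 active = inhibition at 20 µM, scaled per plate between control wells, above about 37%, limit read from the data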;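 also: 0% = DMSO with enzyme and substrate and 100% = substrate only without enzyme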
#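 medium = Bis-Tris buffer pH 6.0, 2.5 mM DTT, 0.005% Tween 20 | test system = STEP (striatal-enriched tyrosine phosphatase) enzyme, cell-free | measure = normalized % inhibition | compound dosing = 20 µM, 1% DMSO | also added = 25 µM OMFP | schedule = reaction 20 min, ambient temperature | measured by = fluorescence read at 480 nm ex / 540 nm em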
# MT1-MMP act inh: MT1-MMP (human) activation inhibition; P50281; GFP/RFP ratio change, % at 20 µM; 0.061% of 360,000 active; HT1080 RFP-PRO-GFP cells, GFP/RFP ratio fluorescence, overnight; percent of plate control window, DMSO zero;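 active = GFP/RFP ratio change of at least 30% with cell ATP level not reduced by more than half and red fluorescence within 50% of control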; also: strong numbers were not always called active
#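 Test system: HT1080 RFP-PRO-GFP cells; Benchmarks: DMSO and RFP-L50D-GFP cell wells; Timing: cells overnight before dosing, compound overnight, 37 °C, 5% CO2; Compound: one 20 µM compound dose with 1% DMSO; Read-out: GFP/RFP fluorescence ratio.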
# Scp-1 inhibitor: Scp-1 (human) phosphatase inhibition; Q9GZU7; Recombinant Scp1, phosphopeptide, malachite green phosphate absorbance; inhibition, % at 20 µM; 0.88% of 340,000 active; AID 493091;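 active = inhibition above about 50% at 20 µM, limit read from the data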;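 also: plate controls were DMSO wells with enzyme for no effect and wells lacking enzyme for full effect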
#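 Test system: SCP-1 catalytic domain; Buffer or medium: Acidic Tris acetate buffer with magnesium and detergent; Also added: Phosphorylated 17-residue peptide substrate; Compound: single 20 µM dose, 1% DMSO; Schedule: enzyme reaction 45 min at room temperature, colour 5 min, stabilisation 30 min; Signal: Phosphate-binding colour reagent, absorbance read at 630 nm.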
# NRP1-CendR mod: NRP-1/CendR interaction modulation; O14786; FAM-RPARPAR peptide binding to NRP-1, fluorescence polarization; inhibition, % at 25 µM; 0.85% of 360,000 active;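 active = inhibition or corrected inhibition above about 18%, plus a signal ratio from 0.5 to 1.5, limit read from the data, passing the limit was not always enough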; also: strong numbers were not always called active
# Target sequence (O14786 whole entry, looked up): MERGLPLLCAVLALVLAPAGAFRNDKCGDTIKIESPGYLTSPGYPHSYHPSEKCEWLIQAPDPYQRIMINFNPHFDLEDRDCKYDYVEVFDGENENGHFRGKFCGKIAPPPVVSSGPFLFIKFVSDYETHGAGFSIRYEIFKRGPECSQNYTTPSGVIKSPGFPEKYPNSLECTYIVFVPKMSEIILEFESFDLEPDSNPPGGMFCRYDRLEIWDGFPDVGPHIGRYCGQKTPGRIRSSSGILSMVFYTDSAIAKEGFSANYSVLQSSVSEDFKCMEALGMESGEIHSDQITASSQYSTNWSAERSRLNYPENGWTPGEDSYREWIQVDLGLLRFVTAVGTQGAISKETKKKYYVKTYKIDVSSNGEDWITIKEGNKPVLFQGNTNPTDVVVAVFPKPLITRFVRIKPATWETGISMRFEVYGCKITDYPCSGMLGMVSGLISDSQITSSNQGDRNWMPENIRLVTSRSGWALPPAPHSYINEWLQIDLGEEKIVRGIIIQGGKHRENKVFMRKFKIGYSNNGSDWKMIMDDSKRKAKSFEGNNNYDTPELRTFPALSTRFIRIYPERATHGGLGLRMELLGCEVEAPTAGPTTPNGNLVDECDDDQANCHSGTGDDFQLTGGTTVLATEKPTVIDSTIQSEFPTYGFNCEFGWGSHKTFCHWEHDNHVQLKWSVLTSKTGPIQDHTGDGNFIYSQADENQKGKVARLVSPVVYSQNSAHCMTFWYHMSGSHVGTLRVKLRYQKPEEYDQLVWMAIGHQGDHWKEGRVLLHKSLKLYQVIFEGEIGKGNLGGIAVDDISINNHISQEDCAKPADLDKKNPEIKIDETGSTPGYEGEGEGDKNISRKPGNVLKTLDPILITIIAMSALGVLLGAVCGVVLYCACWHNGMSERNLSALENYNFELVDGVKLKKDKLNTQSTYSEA
# An asterisk follows results filed as active; i = inactive; . = not tested or not shown; + = active, no number.
cpd	canonical_smiles	MT1-MMP act inh	DNMT1 block	SKN-1 inh	STEP inh	LMPTP inh	Rpn11 block	Scp-1 inhibitor	NadD block	SUMO1 PPI mod	NRP1-CendR mod
1	CCC(c1nnnn1-c1ccc2c(c1)OCCO2)N1CCN(c2ncccn2)CC1 (stereo not drawn)	2	.	8	.	0.0	.	.	2	7	2
2	CC1CC(C)CN(CCOCCSc2ccccc2)C1 (stereo not drawn)	1	3	16	-2	-2.3	i	-2	5	-3	0
3	CC(/C=N/NC(=O)Cc1cccs1)=C\c1ccccc1	-5	-7	-5	-1	1.6	i	0	0	-9	-3
4	CC(Sc1ccc(Cl)cc1)C(=O)NCc1cccnc1 (stereo not drawn)	-3	1	-15	-5	-3.7	i	-5	-5	-3	-3
5	O=C(Nc1cccc(C(F)(F)F)c1)Nc1nnc([C@@H]2C[C@H](O)[C@@H](CO)O2)s1	-16	-2	-10	-1	-1.7	i	.	-2	4	-3
6	CC(C)(C)c1ccc(C(=O)N2CCNC(=O)C2CC(=O)Nc2ccc(F)cc2)cc1 (stereo not drawn)	6	1	-5	-1	-0.7	i	2	-5	-2	5
7	O=C(/C=C/c1cn(-c2ccccc2)nc1-c1ccc2c(c1)OCCO2)NCCCN1CCOCC1	3	-6	1	3	-3.6	i	-3	-2	-9	-6
8	COc1ccc(CCn2c(C)c(C(C)=O)c(C(C)=O)c2C)cc1OC	4	0	-21	11	-0.5	i	4	-4	3	-6
9	NC(N)=NC1=NC(=O)C(Cc2ccccc2)S1 (stereo not drawn)	3	-1	10	1	-0.1	i	-7	-4	-5	-9
10	CCOc1cc(/C=N\NC(=O)c2ccc(C)nc2)cc([N+](=O)[O-])c1O	17	0	4	-3	-1.2	i	-6	-2	-4	-2
11	C#CC(=O)CC1(CN(Cc2ccccc2)C(=O)OC(C)(C)C)CCCCC1	-11	54*	1	-1	0.1	+	-4	8	4	-14
12	C=CCSc1nc(-c2ccc3c(c2)OCO3)cc(C(F)(F)F)c1C#N	-11	2	0	2	2.2	i	-14	7	-11	-3
13	Cc1ccc(F)cc1NC(=O)CCNC(=O)c1ccc([N+](=O)[O-])cc1	1	1	-5	-3	-1.2	i	-4	-1	-33	-4
14	Cc1nc(NCC2CCCO2)c2nnn(Cc3c(F)cccc3Cl)c2n1 (stereo not drawn)	3	0	-4	2	0.4	i	-9	-2	-3	2
15	O=C(Nc1ccc(Cl)cc1)C1c2cccc[n+]2CC(=O)N1Cc1ccc2c(c1)OCO2 (stereo not drawn)	-7	-7	10	0	0.4	i	39	23	15	0
16	CC12C(=O)N(NC(=O)c3ccncc3)C(=O)C1C1C=CC2C1 (stereo not drawn)	1	4	9	1	-2.4	i	-10	-5	-3	-2
17	O=S1(=O)N[C@H](Cc2ccccc2)COc2cc(N3CCC[C@@H]3CO)ccc21	2	.	-15	.	-0.7	.	.	1	0	5
18	Cc1cccc2sc(NC(=O)CCNS(=O)(=O)c3cccs3)nc12	-5	-8	2	-3	-1.9	i	-6	-8	4	17
19	CCCCNc1nc(N)nc(-c2cc(Cl)ccc2O)n1	.	-9	5	-1	4.1	i	0	2	5	8
20	O=C(CC12CC3CC(CC(C3)C1)C2)NCc1ccncc1	1	3	8	-2	-1.3	i	5	-3	1	-6

# Not a retest: an excerpt of the list.
cpd	canonical_smiles	MT1-MMP act inh	DNMT1 block	SKN-1 inh	STEP inh	LMPTP inh	Rpn11 block	Scp-1 inhibitor	NadD block	SUMO1 PPI mod	NRP1-CendR mod
1	CCC(c1nnnn1-c1ccc2c(c1)OCCO2)N1CCN(c2ncccn2)CC1 (stereo not drawn)	2	.	8	.	0.0	.	.	2	7	2
2	CC1CC(C)CN(CCOCCSc2ccccc2)C1 (stereo not drawn)	1	3	16	-2	-2.3	i	-2	5	-3	0
3	CC(/C=N/NC(=O)Cc1cccs1)=C\c1ccccc1	-5	-7	-5	-1	1.6	i	0	0	-9	-3
4	CC(Sc1ccc(Cl)cc1)C(=O)NCc1cccnc1 (stereo not drawn)	-3	1	-15	-5	-3.7	i	-5	-5	-3	-3

# A few values from the list:
# Cc1ccc(F)cc1NC(=O)CCNC(=O)c1ccc([N+](=O)[O-])cc1 | MT1-MMP act inh = 1
# CC(C)(C)c1ccc(C(=O)N2CCNC(=O)C2CC(=O)Nc2ccc(F)cc2)cc1 (stereo not drawn) | SKN-1 inh = -5
# O=C(/C=C/c1cn(-c2ccccc2)nc1-c1ccc2c(c1)OCCO2)NCCCN1CCOCC1 | NadD block = -2
# CC1CC(C)CN(CCOCCSc2ccccc2)C1 (stereo not drawn) | LMPTP inh = -2.3
# CCCCNc1nc(N)nc(-c2cc(Cl)ccc2O)n1 | NRP1-CendR mod = 8

# Continuation:
cpd	canonical_smiles	MT1-MMP act inh	DNMT1 block	SKN-1 inh	STEP inh	LMPTP inh	Rpn11 block	Scp-1 inhibitor	NadD block	SUMO1 PPI mod	NRP1-CendR mod
21	O=C1CC(=O)N(Cc2cccs2)C(=O)N1	-114	-9	7	1	-0.1	i	-3	1	-4	-27
22	CCc1ccc2c(c1)cc(CN(Cc1ccco1)C(C)=O)c1nnnn12	.	4	1	4	1.4	i	7	0	-1	1
23	COc1ccc(CNc2ncnc3cc(OC)c(OC)cc23)cc1	6	-2	20	5	1.4	i	-9	-1	4	-4
24	Cc1cc(=O)cc(C)n1-c1ccc2c(c1)nc(C)n2-c1ccccc1	-6	4	4	-4	-0.8	i	0	3	2	5
25	CC(=O)C1=C(O)C(=O)N(CCc2c[nH]c3ccccc23)C1c1ccccc1 (stereo not drawn)	4	-3	11	5	1.1	i	-4	10	0	22
26	Cc1sc2nc(CN3CCCC3)nc(N3CCN(C(=O)c4ccco4)CC3)c2c1C	-4	1	-6	-2	19	i	1	10	3	-16
27	Cc1csc(C(=O)O)c1NC(=O)c1c(Cl)cccc1Cl	2	1	12	1	0.2	i	-10	-7	-1	-9
28	Cc1ccc(COc2ccccc2-c2cc(C(=O)N/N=C/c3cccnc3)[nH]n2)cc1	-4	4	-4	1	6.5	i	11	10	-5	-2
29	CC(C)C(=O)O/N=C(\N)c1ccc(Oc2ccc(Cl)cc2)c([N+](=O)[O-])c1	4	3	-5	3	3.4	i	0	-6	-29	-11
30	COc1ccc(Cn2ccnc2)cc1Br	4	-1	-4	1	0.4	i	-4	9	-2	0
31	CCOc1ccc(CN(C(=O)c2ccccn2)c2ccc(OC)c(Cl)c2)cc1	-3	-4	10	-3	-0.3	i	-4	-4	-7	2
32	CCOC(=O)c1cc[nH]c1CC(=O)NC	3	-7	5	0	-0.9	i	-10	-6	0	9
33	CCOC(=O)Cc1[nH]nc2c1C(Cc1ccccc1)C(C#N)=C(N)O2 (stereo not drawn)	6	-9	-19	-2	0.4	i	-10	5	12	12
34	CCCCC(=O)OCc1nc2ccccc2s1	0	-1	19	-2	0.2	i	-5	0	1	-21
35	O=C(NCCC(=O)N1CCCCCCC1)c1ccc(Br)cc1	-2	-2	-3	2	-10	i	-5	2	-15	16
36	COc1cccc(-c2nc(CS(=O)(=O)CC(=O)Nc3cc(F)ccc3F)c(C)o2)c1	4	-3	-14	-1	0.4	i	4	-9	1	7
37	Cc1cc(C)n(-c2cccc(CN3CCC(CO)(Cc4ccccc4)CC3)c2)n1	-1	-3	9	1	-0.7	i	-1	-8	1	-9
38	CSc1nc(N)n2nc(-c3ccc(Cl)cc3)cc2n1	-8	8	1	-2	0.7	i	-21	-2	1	-18
39	COc1cc(C(=O)NC2CC3CCCC(C2)N3C2CC2)cc(OC)c1OC (stereo not drawn)	-2	-1	-4	0	1.2	i	-7	-6	-2	1
40	CCc1ccc(CCN2C(=O)c3ccccc3C2=O)nc1	0	2	8	3	0.4	i	-5	-4	-9	-4

# The final 4 records of the part above open the next one:
cpd	canonical_smiles	MT1-MMP act inh	DNMT1 block	SKN-1 inh	STEP inh	LMPTP inh	Rpn11 block	Scp-1 inhibitor	NadD block	SUMO1 PPI mod	NRP1-CendR mod
37	Cc1cc(C)n(-c2cccc(CN3CCC(CO)(Cc4ccccc4)CC3)c2)n1	-1	-3	9	1	-0.7	i	-1	-8	1	-9
38	CSc1nc(N)n2nc(-c3ccc(Cl)cc3)cc2n1	-8	8	1	-2	0.7	i	-21	-2	1	-18
39	COc1cc(C(=O)NC2CC3CCCC(C2)N3C2CC2)cc(OC)c1OC (stereo not drawn)	-2	-1	-4	0	1.2	i	-7	-6	-2	1
40	CCc1ccc(CCN2C(=O)c3ccccc3C2=O)nc1	0	2	8	3	0.4	i	-5	-4	-9	-4
41	Cc1cnc(C(=O)OC(C(=O)c2ccccc2)c2ccccc2)cn1 (stereo not drawn)	-1	6	6	1	-0.9	i	-6	-1	0	3
42	O=C1Nc2ccc(Br)cc2/C1=N/N=C/C1=C(N2CCOCC2)C(=C\c2ccccc2)/CC1	-12	-20	-11	9	-0.5	i	8	30*	-11	-17
43	O=C(/C=C/c1ccccc1)c1ccccc1O	-1	12	-29	-1	0.1	i	3	0	-7	-1
44	CC1CCc2sc(C(=O)Nc3ccc(C(N)=O)cc3)cc2C1 (stereo not drawn)	-1	-5	-2	-1	2.5	i	-1	-2	34	-3
45	O=C(N[C@@H](Cc1ccccc1)C(=O)O)c1ccc(C(F)(F)F)cc1	-1	-14	4	3	-1.0	i	-12	0	2	12
46	O=C(CNC(=O)c1cccc(OC(F)F)c1)Nc1ccc(Cl)cc1	4	0	3	-2	0.7	i	-6	-5	0	10
47	Cc1cccc2cc(/C=N/NC(=O)c3ccncc3)c(Cl)nc12	-2	0	6	-3	-1.2	i	-11	-9	-2	15
48	Cc1cc(F)c(F)c(C(=O)N2CCC(C)CC2)c1Cl	0	-1	3	-1	-1.7	i	-4	-2	5	3

# Random draw from the library (roughly 3.9% active in at least one column).
